Screens deposited in PubChem by several laboratories.
CYP2C19 act: activators of human cytochrome P450 2C19. P33261. recombinant CYP2C19, luciferin-H EGE luminescence; active compounds read high; 0 = fully inhibited enzyme, 1 = untreated enzyme. activation factor at 5 µM. 96,000 tested, under 10 active;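 active means activation factor of at least 2 at 5 µM in the primary screen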;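 further: 0 = wells with 2.5 mM tranylcypromine and 1 = vehicle-only wells; values of inactives mirror those of a sister screen read the other way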
Pyk2 oligo antag: Pyk2 (human) oligomerization antagonism | Q14289 | Q293 cells, Pyk2 FERM NanoBiT luminescence; active compounds read low | z-score (the deposit names both 25 µM and 10 µM) | hit rate 0.83% among 99,000 | AID 1347419;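 active means Z-score of -3 or lower, scaled per plate to the spread of control and sample wells; inactive means z-score above -3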;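 further: negative z-score means lost luminescence so less FERM oligomerization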
Target sequence (Q14289 whole entry, looked up): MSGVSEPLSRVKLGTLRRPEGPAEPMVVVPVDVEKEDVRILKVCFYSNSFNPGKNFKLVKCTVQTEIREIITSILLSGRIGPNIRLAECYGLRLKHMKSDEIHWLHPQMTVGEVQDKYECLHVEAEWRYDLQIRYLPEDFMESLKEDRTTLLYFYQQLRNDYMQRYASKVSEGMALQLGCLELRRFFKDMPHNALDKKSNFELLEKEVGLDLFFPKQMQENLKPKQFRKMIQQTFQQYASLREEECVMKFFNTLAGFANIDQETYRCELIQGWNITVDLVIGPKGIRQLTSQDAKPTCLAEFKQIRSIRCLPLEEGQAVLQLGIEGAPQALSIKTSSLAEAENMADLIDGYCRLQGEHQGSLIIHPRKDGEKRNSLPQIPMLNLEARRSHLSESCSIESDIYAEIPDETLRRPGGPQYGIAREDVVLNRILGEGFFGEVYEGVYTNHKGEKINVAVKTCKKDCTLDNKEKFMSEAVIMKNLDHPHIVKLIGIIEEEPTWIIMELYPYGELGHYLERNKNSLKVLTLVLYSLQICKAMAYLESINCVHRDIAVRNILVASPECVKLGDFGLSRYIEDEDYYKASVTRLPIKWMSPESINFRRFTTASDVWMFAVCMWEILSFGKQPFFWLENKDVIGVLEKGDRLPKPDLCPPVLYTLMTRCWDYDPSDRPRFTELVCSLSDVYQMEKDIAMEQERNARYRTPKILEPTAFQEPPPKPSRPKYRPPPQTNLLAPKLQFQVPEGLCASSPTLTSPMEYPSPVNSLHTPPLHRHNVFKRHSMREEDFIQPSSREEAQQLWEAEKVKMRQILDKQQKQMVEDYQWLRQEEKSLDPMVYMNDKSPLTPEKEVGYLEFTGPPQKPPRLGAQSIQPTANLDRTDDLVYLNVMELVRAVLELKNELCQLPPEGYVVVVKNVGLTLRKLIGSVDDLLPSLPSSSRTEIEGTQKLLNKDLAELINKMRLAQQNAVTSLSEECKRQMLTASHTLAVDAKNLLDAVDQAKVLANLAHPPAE
E coli WT exp: blocks growth of wild type E. coli BW25113; OD600 absorbance; growth inhibition, % at 100 µM; hit rate 0.15% among 98,000; AID 710;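 active means growth inhibition above about 50% at one test dose, limit read from the data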;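 further: growth measured after 20 h incubation at 37 °C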
EphB4 ephrin blk: EphB4-ephrin-B2 interaction antagonism | P54760 | EphB4 LBD / TNYL-RAW-Alexa532 peptide, fluorescence polarization | inhibition, % at 7 µM | hit rate 0.15% among 97,000;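 active means inhibition above the screen-wide mean inhibition plus 3 SD, cut at about 15% in these data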;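 further: 0% = DMSO wells and 100% = excess unlabeled TNYL-RAW peptide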
CYP2C19 inh: blocks human cytochrome P450 2C19. hit rate 21% among 96,000. P33261. inhibition, % at 5 µM. AID 778. CYP2C19 Supersomes, luciferin-H EGE luminescence, 30 min;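 active means CYP2C19 inhibition above a set limit at 5 µM in the primary screen, cut at about 50% in these data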;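 further: plate controls were negative control wells for no effect and 2.5 mM tranylcypromine positive control for full effect; values of inactives mirror those of a sister screen read the other way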
CYP2C9 activ: CYP2C9 (human) activation; activation factor at 5 µM; P11712; recombinant CYP2C9, luciferin-H conversion, luminescence; active compounds read high; factor 1 = untreated enzyme, 0 = blocked; hit rate 1.4% among 96,000;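 active means activation factor of 2 or more for CYP2C9 at a 5 µM dose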;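 further: 0 = sulfaphenazole-blocked wells and 1 = vehicle-only wells; values of inactives mirror those of a sister screen read the other way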
PostGolgi yeast: growth inhibition of a yeast mutant, post-Golgi transport screen | post-Golgi transport phenotypic cell assay | inhibition, % at 10 µM | hit rate 0.9% among 98,000; in the data active means inhibition above about 30%;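 further: yeast cells grown in 1536-well plates; yeast grown about 18 h at 30C before absorbance read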
CYP2C9 inhib: inhibitors of human CYP2C9 | hit rate 20% among 96,000 | P11712 | inhibition, % at 5 µM | CYP2C9 Supersomes, luciferin-H conversion, luminescence | AID 777;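 active means blocking of liver enzyme CYP2C9 beyond about 50% at 5 µM, limit read from the data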; further: values of inactives mirror those of a sister screen read the other way
PLAP act: activates human placental alkaline phosphatase; purified PLAP enzyme, luminescent substrate read-out; active compounds read high; P05187; AID 696; activation fold at 20 µM; hit rate 1.2% among 96,000; in the data active means activation fold above about 2
* = called active by the depositor; x = no result given.

1) CCn1nc(NC(=O)c2cccnc2)c2cc3cccc(C)c3nc21
2) COC(=O)c1c(NC(=O)CSc2nnnn2-c2ccccc2)sc2c1CCC(C)C2 (stereo not drawn)
3) Cc1cccc(NC(=O)c2ccc(C3SCC(=O)N3CCc3ccccc3)cc2)c1C (stereo not drawn)
4) O=CN1Cc2[nH]c3ccccc3c2N(c2ccc(Cl)cc2)C1=O
5) COc1ccc(-c2nnc(SC)n2C)cc1
6) N#Cc1c(N)sc2c1CCCCCC2
7) Cc1c(Cl)cccc1NC(=O)c1cc(C2CC2)on1
8) Cc1ccc(O)c(Sc2cc(C)ccc2O)c1

Assay by compound	1	2	3	4	5	6	7	8
CYP2C19 act	0.9	0.6	0.2	0.6	1.1	0.6	0.2	0
Pyk2 oligo antag	-1.2	-0.44	-1.8	0.81	0.71	0.14	x	-0.18
E coli WT exp	-4	-13	-18	4	10	13	5	45
EphB4 ephrin blk	-2	6	-1	3	-2	x	-1	3
CYP2C19 inh	7	41	82*	44	-5	42	84*	97*
CYP2C9 activ	0.8	0.3	0.1	0.9	1.1	1	1.2	0
PostGolgi yeast	15	12	-7	5	7	-3	-7	1
CYP2C9 inhib	19	71*	89*	12	-14	4	-20	96*
PLAP act	1	1.1	1.9	1.1	0.9	0.7	0.9	2.5*

9) CC(=O)Nc1ccc(C(=O)CSc2nnc(C)o2)cc1
10) CCOC(=O)C1=C(C)NC(=O)NC1c1ccc(OC)c(Cl)c1 (stereo not drawn)
11) Cc1cc(=O)oc2cc(OCC(O)CN3CCN(c4ccccc4)CC3)ccc12 (stereo not drawn)
12) CCOC(=O)C1CCN(c2c(NCCCN(CC)Cc3ccccc3)c(=O)c2=O)CC1
13) Cn1c(Cl)nc2ccccc21
14) O=C(NC(=S)NCCN1CCOCC1)c1cccc(Cl)c1
15) COc1ccc(-c2nnc(NC(=O)c3ccc(S(=O)(=O)N4COCC4(C)C)cc3)o2)cc1
16) Cc1cc(C)n(C(=O)CN2C(=O)CCC2=O)n1

Assay by compound	9	10	11	12	13	14	15	16
CYP2C19 act	1	0.9	0.9	1	1	0.6	1.1	1.2
Pyk2 oligo antag	-0.42	-0.13	-0.17	0.49	-0.96	1.3	-1.9	-0.1
E coli WT exp	-1	1	7	-6	-1	4	-16	2
EphB4 ephrin blk	x	x	-3	5	-5	7	5	x
CYP2C19 inh	2	13	13	3	-1	41	-6	-21
CYP2C9 activ	1	0.7	0.9	0.8	1.1	0.8	1	1.1
PostGolgi yeast	1	23	-2	0	-2	3	23	-3
CYP2C9 inhib	3	32	5	18	-14	21	-1	-12
PLAP act	1	0.8	1.3	1.2	0.8	1	1.5	0.9

17) O=C(CN1CCN(Cc2ccccc2Cl)C1=O)NC1CCCCCC1
18) CN1/C(=C\C(=O)COc2ccc3c(c2)OCO3)C(C)(C)c2ccccc21
19) COc1cccc(C2C(C(=O)c3cc4cccc(OC)c4o3)=C(O)C(=O)N2c2cc(C)on2)c1OC (stereo not drawn)
20) COCCNC(=O)COC(=O)c1[nH]c(C)c(C(C)=O)c1C
21) COc1ccc(C(=O)NN(c2ccccc2)c2ccccc2)cc1
22) Cc1ccc(N2CCN(C3=NC(=O)/C(=C\c4cccs4)S3)CC2)cc1
23) CC(O)CCC(=O)NCCNC(=O)CCC(C)O (stereo not drawn)
24) CCOC(=O)CSc1nnc(-c2ccoc2C)n1-c1ccc(OCC)cc1

Assay by compound	17	18	19	20	21	22	23	24
CYP2C19 act	0.4	0.8	0.9	1	0.8	1	1.2	0.1
Pyk2 oligo antag	-0.08	0.13	-0.82	0.18	-2.7	-0.65	-0.19	2
E coli WT exp	5	-28	-5	3	-6	-18	x	4
EphB4 ephrin blk	2	-1	-5	7	6	0	x	-2
CYP2C19 inh	60*	24	10	-1	16	4	-18	92*
CYP2C9 activ	1.8	0.1	0.1	1.6	0.9	2.3*	1.1	0.2
PostGolgi yeast	-12	0	10	12	1	0	x	-8
CYP2C9 inhib	-80	87*	85*	-61	13	-127	-15	82*
PLAP act	1.4	0.9	1.3	1.1	1	1.4	1	1.4

25) Cc1ccc2c(c1)N(CC(=O)N1CCCc3ccccc31)C(=O)CO2
26) COc1cccc(C(CC(=O)NCCN2CCOCC2)NS(=O)(=O)c2ccc(C)cc2)c1OC (stereo not drawn)
27) COc1ccc(C2CC(c3ccccc3)Nc3nc(N)nn32)cc1 (stereo not drawn)
28) CC(C)Cn1c(SCC(=O)NC2CCCc3ccccc32)nc(O)cc1=O (stereo not drawn)
29) CCCNC(=O)CS(=O)Cc1nc(-c2ccc(OC)cc2)oc1C (stereo not drawn)
30) CCCCCn1c(CN(C)Cc2ccccc2)nc2c1c(=O)n(C)c(=O)n2C
31) Cc1cc(OCC(=O)NCc2nc(-c3ccccc3)no2)c(C)cc1Br
32) CCC(C)[C@H](NC(=O)OC(C)(C)C)C(=O)N/N=C/c1ccc2nccnc2c1 (stereo partly drawn)

Assay by compound	25	26	27	28	29	30	31	32
CYP2C19 act	0.7	1.1	0.9	1	0.6	0.2	1	1
Pyk2 oligo antag	0.12	0.19	0.17	-0.15	x	0.26	1.9	-0.15
E coli WT exp	-1	1	0	-14	4	-13	-9	-2
EphB4 ephrin blk	-1	2	-10	2	4	4	-8	3
CYP2C19 inh	34	-12	9	1	39	82*	-3	-3
CYP2C9 activ	0.9	1.1	1	1	0.7	0	0.9	0.5
PostGolgi yeast	5	0	12	-5	1	-5	1	-6
CYP2C9 inhib	10	-7	2	-2	32	100*	11	55*
PLAP act	0.9	1.2	1	1.3	1.6	2*	0.8	1.1

33) COc1ccc(C2CC(c3cccc(C)c3)n3ncnc3N2)cc1 (stereo not drawn)
34) O=C(Cn1nc(C(=O)O)c2ccccc2c1=O)NCC1CCCO1 (stereo not drawn)
35) Cc1ccc(S(=O)(=O)N(Cc2ccc(F)cc2)Cc2ccco2)cc1
36) N#Cc1c[nH]n2c(=O)cc(Cc3ccccc3)nc12
37) O=C(NCc1ccco1)c1noc2c1CCCCC2
38) COc1ccc2c(c1)c(=O)oc1cc(OCC(=O)N3CCCC(C)C3)ccc12 (stereo not drawn)
39) COc1cc(OC)c(OC)cc1CN1CCCC(C(=O)N2CCCCC2)C1 (stereo not drawn)
40) O=C(CCN1C(=O)c2ccccc2C1=O)OCn1nnc2ccccc2c1=O

Assay by compound	33	34	35	36	37	38	39	40
CYP2C19 act	0	1.2	0.8	1	1	0	1.1	1
Pyk2 oligo antag	x	-0.22	-0.59	0.14	1.8	-0.54	0.2	-0.19
E coli WT exp	-4	4	0	10	4	-4	6	-3
EphB4 ephrin blk	-14	x	5	-4	2	-3	-5	3
CYP2C19 inh	96*	-16	21	-2	5	99*	-10	-3
CYP2C9 activ	0.4	1.2	0.9	0.6	1	0.6	1	1.3
PostGolgi yeast	9	12	2	-2	-5	5	11	-1
CYP2C9 inhib	61*	-17	13	43	3	44	-4	-26
PLAP act	1.5	1.2	1	1	1.1	1.3	1.1	1

41) O=C(N/C(=C\c1cccs1)C(=O)N1CCCCCC1)c1ccccc1
42) COc1cccc(Cn2c(NCc3ccco3)nc3c2c(=O)n(C)c(=O)n3C)c1
43) CCN(CC)CCN1C(=O)C(=O)/C(=C(/O)c2cnn(-c3ccccc3)c2C)C1c1cccs1 (stereo not drawn)
44) CCOC(=O)C1CCN(C(=O)Cc2cccs2)CC1
45) CCOC(=O)c1cc(NC(=O)N2CCCc3ccccc32)c(C)nc1C
46) COc1cccc(NC(=O)N2CCN(c3ccc(C(F)(F)F)cn3)CC2)c1
47) Cc1ccc(C(=O)Nc2cnc3sc(C)nn3c2=O)cc1
48) Nc1c(NCCN2CCOCC2)c2ccccc2oc1=O

Assay by compound	41	42	43	44	45	46	47	48
CYP2C19 act	0.7	0.7	1	0.4	0.7	1	1.2	0.9
Pyk2 oligo antag	0.24	x	x	0.48	0.73	-0.02	-0.29	1.2
E coli WT exp	3	3	1	4	4	-8	9	-2
EphB4 ephrin blk	-4	x	-5	-5	-3	-4	1	5
CYP2C19 inh	29	30	-2	59*	34	-1	-16	13
CYP2C9 activ	0.9	0.6	1.1	1.1	0.5	1	1.1	1.1
PostGolgi yeast	-7	15	-6	-4	-5	0	8	-7
CYP2C9 inhib	10	41	-12	-8	49	4	-11	-9
PLAP act	1	1.6	1.5	0.9	1.9	1.1	1	1

49) Cc1cccn2c(=O)c3cc(C(=O)NCCCN4CCCC4=O)n(C)c3nc12
50) CC(=O)Nc1cccc(Oc2ccc(-c3noc(C)n3)cc2)c1
51) O=C(NCc1ccco1)C1CCN(S(=O)(=O)c2cccc3cccnc23)CC1
52) O=C(NNc1cccc(Cl)n1)Nc1ccccc1Cl
53) Clc1ccc(NNc2ccnc3cc(Cl)ccc23)cc1
54) CCOC(=O)N1CCN(CC(O)c2ccc3c(c2)CCN3)CC1 (stereo not drawn)
55) CC(C)C(=O)Nc1cccc(NC(=S)NC(=O)c2ccc(Cl)cc2)c1
56) O=C(Nc1ccc2c(c1)CCC2)c1cc(S(=O)(=O)N2CCN(c3ccccc3)CC2)ccc1Cl

Assay by compound	49	50	51	52	53	54	55	56
CYP2C19 act	0.5	0.2	0.6	0.6	0.3	0.9	0.7	0.8
Pyk2 oligo antag	0.84	-0.21	x	-0.32	0.52	-0.41	-1	0.82
E coli WT exp	2	1	2	-2	3	5	-6	-2
EphB4 ephrin blk	7	-3	x	3	-8	-4	-4	-9
CYP2C19 inh	51*	76*	38	38	66*	5	31	24
CYP2C9 activ	0.7	0.4	1.4	1	0.2	1	1.3	0.4
PostGolgi yeast	16	4	3	-7	-4	0	2	13
CYP2C9 inhib	32	57*	-39	2	80*	1	-25	56*
PLAP act	1.9	1.1	1	1	0.6	1.4	1.1	1.3

Copied from above, nos. 52–54
52) O=C(NNc1cccc(Cl)n1)Nc1ccccc1Cl
53) Clc1ccc(NNc2ccnc3cc(Cl)ccc23)cc1
54) CCOC(=O)N1CCN(CC(O)c2ccc3c(c2)CCN3)CC1 (stereo not drawn)

Assay by compound	52	53	54
CYP2C19 act	0.6	0.3	0.9
Pyk2 oligo antag	-0.32	0.52	-0.41
E coli WT exp	-2	3	5
EphB4 ephrin blk	3	-8	-4
CYP2C19 inh	38	66*	5
CYP2C9 activ	1	0.2	1
PostGolgi yeast	-7	-4	0
CYP2C9 inhib	2	80*	1
PLAP act	1	0.6	1.4

Next part:
57) Cc1sc(NC(=O)CCCC(=O)O)c(C#N)c1C
58) CCOc1cc(C2C(C(=O)OC)=CN(C3CCCC3)C=C2C(=O)OC)cc(Br)c1O
59) COc1cc2c(cc1NC(=O)CSc1nnc(COc3ccc(Cl)cc3)n1C)oc1ccccc12
60) CN(C)c1ccc(C(=S)N2CCOCC2)cc1
61) COc1ccc(N(C(=O)c2ccco2)C(C(=O)NC2CCCC2)c2ccc(N(C)C)cc2)cc1 (stereo not drawn)
62) O=C(CSc1nnc(CNC(=O)c2ccco2)o1)NC1CCCC1
63) O=C(Nc1ccc(N2CCCCC2)c(C(=O)O)c1)c1ccco1
64) CCC/C(=N\NC(=O)c1csc(C)c1C)c1cccs1
65) CN(C)CCNc1nc2c(c(=O)[nH]c(=O)n2C)n1CC(O)COc1ccc(Cl)cc1Cl (stereo not drawn)
66) CSc1ncccc1C(=O)OCn1nnc2ccccc2c1=O

Assay by compound	57	58	59	60	61	62	63	64	65	66
CYP2C19 act	1.1	1	0.8	0.9	0.9	1.2	1.1	0.3	0.9	1.7
Pyk2 oligo antag	0.15	-2.8	-0.11	0.03	-1	-1	0.46	-0.47	-0.14	1.7
E coli WT exp	1	-6	-12	7	-7	10	6	0	4	-2
EphB4 ephrin blk	-7	-12	5	-2	-3	5	-4	1	-4	-1
CYP2C19 inh	-8	-2	23	10	11	-19	-10	67*	9	-68
CYP2C9 activ	0.9	1.1	0.6	1.1	0.8	1.2	1.2	1.2	0.9	0.8
PostGolgi yeast	-7	6	2	2	-2	2	-6	6	2	-6
CYP2C9 inhib	9	-10	42	-6	24	-17	-17	-19	10	17
PLAP act	0.8	1	1.1	1	1.6	1.2	0.9	1.1	1.4	0.9

Hits appear at their usual frequency, and some 31% of all compounds hit somewhere here.
